Assay outcomes as filed in PubChem BioAssay.
Menin-MLL TR inh = displaces Texas Red mutant MLL peptide from human menin. Menin + Texas Red MLL mutant peptide, fluorescence polarization. Potency, µM (top dose mostly 61.6 µM), for inactives: at the top dose FP activity change, negative = inhibition, most hits filed as inhibitors. 270,000 compounds, 0.23% hits. AID 1768; active means well fitted inhibition curve with a large enough effect in the polarisation, with a control signal flat, not every such curve was filed as active; inconclusive means small, poorly fitted or top-dose-only effect, or effect the other way, or a change in a side signal; inactive means no such curve, though single readings can be large or run the other way; the % refers to the polarisation; further: potency means the concentration at half of the fitted maximal effect; % of control where 0% means no effect; many of its hits are not listed in these tables
MBNL1 CUG block = MBNL1-poly(CUG) RNA binding inhibition; Q9NR56; TR-FRET MBNL1-His/biotin-(CUG)12 binding, 665/545 ratio; Potency, µM (doses to about 57.5 µM), without a hit: at the top dose activity change, negative = inhibition, most hits filed as inhibitors; 280,000 compounds, 0.036% hits; AID 2675; active means well fitted inhibition curve with a large enough effect in the signal ratio, with a control signal flat, not every such curve was filed as active; inconclusive means small, poorly fitted or top-dose-only effect, or effect the other way, or a change in a side signal; inactive means no such curve, though single readings can be large or run the other way; the % refers to the signal ratio; further: potency means the concentration at half of the fitted maximal effect; on the % scale 0 is the no-effect control and ±100 the full control effect
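Compound titration spanned 92 nM–58 uM against the MBNL1-His/biotin-(CUG)12 complex. After 60 min at room temperature with 5 nM streptavidin-XL665 and 0.055 ng/ul terbium anti-His, ratiometric 665/545 nm emission (Ex 340 nm) normalized to controls.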
TSG101-PTAP inh = blocks PTAP/TSG101 interaction to inhibit HIV-1 budding; Q99816; Fluorescence polarization, FITC-PTAP peptide / Tsg101 binding; Potency, µM (highest dose often 115 µM), for inactives: top-dose activity change, negative = inhibition, most hits filed as inhibitors; 340,000 tested, under 10 active; active means well fitted inhibition curve with a large enough effect in the main read-out, with a control signal flat, not every such curve was filed as active; inconclusive means small, poorly fitted or top-dose-only effect, or effect the other way, or a change in a side signal; inactive means no such curve, though single readings can be large or run the other way; further: potency means the concentration at half of the fitted maximal effect; % of control where 0% means no effect
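Tsg101 binding domain (10 uM final) was mixed with compound and a FITC-labeled PTAP peptide (50 nM final) in HEPES pH 7.5 buffer with NaCl, Tween 20, EDTA and TCEP; fluorescence polarization was read after 20 min at r.t.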
a7 integrin act = activates integrin-mediated alleviation for muscular dystrophy | Potency, µM (doses to about 38.3 µM), without a hit: at the top dose activation, actives largely listed as activators | alpha7betagal myoblasts, beta-gal FDG fluorescence, 48 h | AID 624291 | 350,000 compounds, 0.064% hits;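 further: potency means the concentration at half of the fitted maximal effect; 100% = response of the positive control SU9516; nearly all actives have a fitted effect of over 60% in size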
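Alpha7betagal+/- myoblasts (passage 13) were plated 16-24 hr, then exposed to compounds (1:260 dilution of DMSO stock) for 48 hours at 37C. After MPER lysis, β-galactosidase reporter activity was read as FDG fluorescence (ex 480/em 540) after 30 minutes.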
TSHR antagonist = human thyrotropin receptor antagonism; activity change, negative = inhibition, % at 11.5 µM; TSHR-expressing cells, TSH-stimulated cAMP HTRF, 2 h; active compounds read low; 330,000 compounds, 0.2% hits; P16473; AID 504810;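 active means activity change below a set negative limit, meaning inhibition stronger than a set level, cut at about -70% in these data; inconclusive means activity change between two set negative limits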; further: on the % scale 0 is the no-effect control and ±100 the full control effect
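Antagonism was scored as loss of TSH-driven cAMP in TSHR cells, stimulated with 4nM TSH (EC80) for 2 hours at 37 deg C and detected by homogeneous HTRF competition immunoassay.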
TCR act = T cell receptor activation. 330,000 tested, under 10 active. Potency, µM (doses to about 9.22 µM), for the others: at the highest dose activation of IL-2 secretion, actives largely listed as activators. AID 504894. primary human leukocytes, anti-CD3, IL-2 HTRF, 48 h; further: % of control where 0% means no effect
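1) Mix primary human leukocytes, a-CD3 beads and compound. 2) Incubate 48 hr. 3) Add HTRF IL-2 reagents (a-IL-2-K, a-IL-2-d2).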
CXXC DNA block = MLL CXXC-DNA interaction inhibition; Q03164; MLL-CXXC / FITC-HOXA9 DNA fluorescence polarization; Potency, µM (titrated, usually from 115 µM), for the others: at the highest dose activity change, negative = inhibition, most hits filed as inhibitors; 290,000 compounds, 0.037% hits; AID 2662; active means well fitted inhibition curve with a large enough effect in the polarisation, with a control signal flat, not every such curve was filed as active; inconclusive means small, poorly fitted or top-dose-only effect, or effect the other way, or a change in a side signal; inactive means no such curve, though single readings can be large or run the other way; the % refers to the polarisation; further: potency means the concentration at half of the fitted maximal effect
Target sequence (Q03164 whole entry, looked up): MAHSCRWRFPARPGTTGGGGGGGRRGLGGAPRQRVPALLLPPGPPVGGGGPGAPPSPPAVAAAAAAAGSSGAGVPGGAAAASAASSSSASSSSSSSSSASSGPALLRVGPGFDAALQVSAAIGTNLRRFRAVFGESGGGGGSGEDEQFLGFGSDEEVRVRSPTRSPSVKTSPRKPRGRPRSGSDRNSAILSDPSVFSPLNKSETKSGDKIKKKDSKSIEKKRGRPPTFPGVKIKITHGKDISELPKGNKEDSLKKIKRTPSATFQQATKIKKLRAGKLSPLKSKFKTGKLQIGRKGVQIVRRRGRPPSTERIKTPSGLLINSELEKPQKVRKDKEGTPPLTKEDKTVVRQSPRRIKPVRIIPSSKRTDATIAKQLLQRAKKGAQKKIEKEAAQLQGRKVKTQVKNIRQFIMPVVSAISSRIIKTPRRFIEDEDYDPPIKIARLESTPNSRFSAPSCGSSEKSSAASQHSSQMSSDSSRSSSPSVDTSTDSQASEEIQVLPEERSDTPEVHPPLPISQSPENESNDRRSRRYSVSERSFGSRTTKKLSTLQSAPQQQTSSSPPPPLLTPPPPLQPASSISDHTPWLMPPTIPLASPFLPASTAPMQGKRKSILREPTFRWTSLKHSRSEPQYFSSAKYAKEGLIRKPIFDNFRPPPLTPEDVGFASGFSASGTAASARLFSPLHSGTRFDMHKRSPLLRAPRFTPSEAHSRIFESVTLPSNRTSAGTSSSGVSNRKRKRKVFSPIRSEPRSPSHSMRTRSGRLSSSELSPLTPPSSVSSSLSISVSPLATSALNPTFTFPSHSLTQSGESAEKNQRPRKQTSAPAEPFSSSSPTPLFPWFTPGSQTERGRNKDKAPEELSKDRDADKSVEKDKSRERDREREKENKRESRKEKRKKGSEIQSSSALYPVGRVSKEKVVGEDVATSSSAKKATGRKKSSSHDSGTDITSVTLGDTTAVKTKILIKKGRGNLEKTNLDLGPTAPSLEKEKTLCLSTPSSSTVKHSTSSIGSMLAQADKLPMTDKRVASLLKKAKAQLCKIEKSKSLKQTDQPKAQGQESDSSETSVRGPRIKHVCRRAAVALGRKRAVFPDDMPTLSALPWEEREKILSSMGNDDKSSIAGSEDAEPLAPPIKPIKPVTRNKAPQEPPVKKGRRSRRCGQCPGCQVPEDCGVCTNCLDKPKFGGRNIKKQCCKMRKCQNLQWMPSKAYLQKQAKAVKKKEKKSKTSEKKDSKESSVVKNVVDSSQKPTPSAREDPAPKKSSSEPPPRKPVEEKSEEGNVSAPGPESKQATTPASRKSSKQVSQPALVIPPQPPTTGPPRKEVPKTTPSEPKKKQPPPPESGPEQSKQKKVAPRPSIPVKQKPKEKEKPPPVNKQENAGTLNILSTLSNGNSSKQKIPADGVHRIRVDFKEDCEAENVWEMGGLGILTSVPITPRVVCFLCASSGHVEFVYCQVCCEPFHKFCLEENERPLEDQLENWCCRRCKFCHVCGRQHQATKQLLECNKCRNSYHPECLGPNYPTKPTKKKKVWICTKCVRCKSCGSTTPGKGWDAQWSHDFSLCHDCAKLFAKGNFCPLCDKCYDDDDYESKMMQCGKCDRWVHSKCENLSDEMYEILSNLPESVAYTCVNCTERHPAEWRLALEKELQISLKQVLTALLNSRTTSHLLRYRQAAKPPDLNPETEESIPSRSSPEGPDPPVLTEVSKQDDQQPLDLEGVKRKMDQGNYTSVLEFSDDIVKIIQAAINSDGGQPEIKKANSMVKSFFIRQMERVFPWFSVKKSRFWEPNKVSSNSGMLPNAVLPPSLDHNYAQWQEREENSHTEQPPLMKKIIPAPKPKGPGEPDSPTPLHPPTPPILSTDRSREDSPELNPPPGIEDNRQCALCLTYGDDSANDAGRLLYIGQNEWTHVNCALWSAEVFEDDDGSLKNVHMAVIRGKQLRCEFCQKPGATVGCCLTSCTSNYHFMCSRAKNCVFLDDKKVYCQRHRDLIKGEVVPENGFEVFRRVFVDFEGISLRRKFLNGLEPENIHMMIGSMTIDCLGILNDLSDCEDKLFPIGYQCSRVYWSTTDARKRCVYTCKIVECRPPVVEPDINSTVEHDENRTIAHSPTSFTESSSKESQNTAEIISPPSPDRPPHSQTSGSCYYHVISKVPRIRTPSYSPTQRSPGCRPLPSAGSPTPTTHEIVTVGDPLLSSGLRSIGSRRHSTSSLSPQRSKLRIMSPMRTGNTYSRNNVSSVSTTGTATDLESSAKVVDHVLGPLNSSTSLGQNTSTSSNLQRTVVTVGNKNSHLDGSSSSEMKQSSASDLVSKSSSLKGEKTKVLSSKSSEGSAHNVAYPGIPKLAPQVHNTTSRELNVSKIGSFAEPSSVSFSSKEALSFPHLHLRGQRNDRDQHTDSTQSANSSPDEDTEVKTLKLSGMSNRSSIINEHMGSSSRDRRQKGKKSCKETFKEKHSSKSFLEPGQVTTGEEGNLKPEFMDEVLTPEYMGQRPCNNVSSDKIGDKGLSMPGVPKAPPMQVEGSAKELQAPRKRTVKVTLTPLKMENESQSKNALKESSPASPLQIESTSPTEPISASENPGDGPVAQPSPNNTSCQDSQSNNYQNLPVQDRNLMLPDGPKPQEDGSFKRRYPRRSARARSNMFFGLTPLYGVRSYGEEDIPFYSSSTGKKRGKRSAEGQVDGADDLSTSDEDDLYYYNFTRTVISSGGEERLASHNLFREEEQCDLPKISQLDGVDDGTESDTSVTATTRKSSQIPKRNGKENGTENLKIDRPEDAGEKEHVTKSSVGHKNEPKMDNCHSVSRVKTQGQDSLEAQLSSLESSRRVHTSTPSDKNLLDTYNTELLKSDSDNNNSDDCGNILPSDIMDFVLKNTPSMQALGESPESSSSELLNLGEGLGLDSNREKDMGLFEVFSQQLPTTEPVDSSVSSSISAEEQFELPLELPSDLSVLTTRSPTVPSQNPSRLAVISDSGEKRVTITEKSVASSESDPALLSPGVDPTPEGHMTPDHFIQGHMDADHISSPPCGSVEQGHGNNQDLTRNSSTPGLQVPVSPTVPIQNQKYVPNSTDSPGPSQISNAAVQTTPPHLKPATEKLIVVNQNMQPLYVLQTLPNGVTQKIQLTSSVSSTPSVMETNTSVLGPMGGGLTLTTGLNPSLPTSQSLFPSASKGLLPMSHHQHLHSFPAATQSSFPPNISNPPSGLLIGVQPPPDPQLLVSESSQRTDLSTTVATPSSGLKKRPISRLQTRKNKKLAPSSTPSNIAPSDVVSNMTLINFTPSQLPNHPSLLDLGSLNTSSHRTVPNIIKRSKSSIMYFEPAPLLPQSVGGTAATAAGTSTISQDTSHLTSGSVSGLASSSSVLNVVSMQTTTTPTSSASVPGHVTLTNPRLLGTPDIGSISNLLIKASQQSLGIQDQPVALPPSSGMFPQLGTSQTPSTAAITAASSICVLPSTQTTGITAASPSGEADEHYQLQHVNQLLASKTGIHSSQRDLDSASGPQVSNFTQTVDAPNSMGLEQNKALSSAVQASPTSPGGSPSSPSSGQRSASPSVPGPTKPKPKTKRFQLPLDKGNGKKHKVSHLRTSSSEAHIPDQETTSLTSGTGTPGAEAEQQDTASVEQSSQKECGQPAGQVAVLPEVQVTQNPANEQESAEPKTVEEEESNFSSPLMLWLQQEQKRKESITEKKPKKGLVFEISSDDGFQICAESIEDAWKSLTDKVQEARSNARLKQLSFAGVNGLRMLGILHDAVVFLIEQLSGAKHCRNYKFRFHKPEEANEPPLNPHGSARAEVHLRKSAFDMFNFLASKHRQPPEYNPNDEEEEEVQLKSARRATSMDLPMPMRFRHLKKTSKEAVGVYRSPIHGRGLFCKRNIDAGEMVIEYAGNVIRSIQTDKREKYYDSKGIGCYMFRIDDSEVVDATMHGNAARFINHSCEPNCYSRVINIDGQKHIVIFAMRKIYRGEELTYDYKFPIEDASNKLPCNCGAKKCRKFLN
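Fluorescence polarization: 7 uM MLL-CXXC (stock) preincubated 5 min with compounds, then 50 nM fluorescein-HOX-A9 DNA (stock) added; 30 min ambient. Buffer 50 mM Tris-HCl pH 7.5, 50 mM NaCl, 1 mM DTT, 0.05% BSA.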
A-T KAP1 phos = potential ataxia-telangiectasia treatment | […] A-T fibroblasts, KAP-1 phosphorylation AlphaLISA; neocarzinostatin DNA damage 30 min before lysis | 320,000 compounds, 0.19% hits | Potency, µM (titrated, usually from 57.5 µM), for the others: at the highest dose activation, usual class: activators; further: potency means the concentration at half of the fitted maximal effect; % of control where 0% means no effect; nearly all actives have a fitted effect of over 45% in size
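ATM-like activity read as KAP-1 phosphorylation via AlphaLISA donor/acceptor antibody pairs after lysis and 6 hr at 25C. Cells were ATM-null patient fibroblasts ([…], hTERT), dosed 60 min, then exposed to the DSB inducer NCS for 30 min.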
Mito fusion act = inhibitors of mitochondrial division or activators of mitochondrial fusion; S. cerevisiae fusion-defective mutant growth rescue, CellTiterGlo 48 h; Potency, µM (doses to about 46.1 µM), without a hit: top-dose growth rescue (activation), actives largely listed as activators; 320,000 compounds, 0.23% hits;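 further: potency means the concentration at half of the fitted maximal effect; % of control where 0% means no effect; nearly all actives have a fitted effect of over 45% in size; temperature-sensitive fusion mutants such as fzo1-1 at 37 °C on non-fermentable ethanol glycerol medium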
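Compounds are tested for their ability to restore growth of mitochondrial fusion-defective yeast strains at non-permissive 37C in YPEG medium over 48 hours. Viability is quantified by luciferase luminescence.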
S-ASM inh = human S-ASM enzyme inhibition | 340,000 compounds, 0.006% hits | Potency, µM (doses to about 57.5 µM), without a hit: top-dose activity change, negative = inhibition, usual class: inhibitors | placental ASM, HMU-PC fluorogenic substrate, 60 min | P17405; further: potency means the concentration at half of the fitted maximal effect
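Human placenta-derived ASM enzyme was preincubated with compound for 10 minutes at room temperature, then given fluorogenic substrate HMU-PC0 (9 uM final) for 60 minutes at 37 °C; a pH 10 stop preceded fluorescence reading at Ex 386/Em 447 nm.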
* = called active by the depositor; ? = inconclusive; / = no result given; [ ] = dose if it differs, or a comment. Unless noted, the call rests on the fitted dose curve; in most records, active means well fitted curve in the direction sought with a large enough effect; inconclusive means small, poorly fitted or top-dose-only effect, or another doubt; inactive means no such curve, though single readings can be large; an effect the other way counts as inactive or inconclusive. Only part of the results is shown; count on the stated rates, not on these rows.

compound | S-ASM inh | Menin-MLL TR inh | TSHR antagonist | a7 integrin act | Mito fusion act | MBNL1 CUG block | CXXC DNA block | A-T KAP1 phos | TSG101-PTAP inh | TCR act
Cc1cccc(NC(=O)NCC(F)(F)F)n1 | 1% | -5% | 16 | -10%[7.66 µM] | 1% | -5% | -3% | -1% | -5% | -1%
COc1ccc(Br)c(-c2nnc(CS(=O)(=O)c3ccccc3)o2)c1 | -3% | / | 0 | -6% | 4% | -4% | 6% | -2% | -9% | 2%
CN(CC(=O)Nc1ccccc1C(F)(F)F)C(=O)c1cccc(-n2cccc2)c1 | 3% | / | -3 | -9% | -6% | / | / | -7% | 1% | -2%
O=C(NC1=C(Nc2ccc(F)cc2)C(=O)c2ccccc2C1=O)c1ccc(Cl)cc1 | -24% | -21% | 12 | -38% | 1% | ? | -14% | -4% | -4% | 0%[46.1 µM]
OCCC1CN(Cc2cc3c(cc2Cl)OCO3)CCN1C1CCCCC1 (centres undefined) | 0% | -6% | -3 | -1% | 1% | 10% | -10% | -1% | -7% | 7%
COc1cc(C)c(CNC2CCCCC2)cc1C | 8% | 0% | 3 | 2% | 0% | 7% | 19% | / | 0% | -3%
COc1cc(OC)cc(C(=O)OCC(=O)Nc2ccc(F)cc2F)c1 | -1% | -6% | 3 | -13% | 0% | 0% | 3% | 15% | 2% | -3%
O=c1c2ccccc2nc(CSc2nnnn2-c2ccccc2)n1-c1ccccc1Cl | -2% | ? | 7 | -6% | 1% | -6% | -12% | / | -6% | -12%[46.1 µM]
COc1cc(C(=O)NNC(=O)c2cc(=O)[nH]c3ccccc23)cc(OC)c1OC | 3% | / | -3 | 15% | -2% | / | / | 0% | -5% | /
Nc1ccc(N2CCN(c3ccccc3)CC2)c(F)c1 | 1% | 3% | -8 | -369%[inhibitor] | 6% | 2% | -1% | -2% | -5% | 6%

Reformatted with two lines to a compound: entries from further up.
Below each compound – S-ASM inh, Menin-MLL TR inh, TSHR antagonist, a7 integrin act, Mito fusion act, MBNL1 CUG block, CXXC DNA block, A-T KAP1 phos, TSG101-PTAP inh, TCR act
- COc1cc(OC)cc(C(=O)OCC(=O)Nc2ccc(F)cc2F)c1
    -1%, -6%, 3, -13%, 0%, 0%, 3%, 15%, 2%, -3%
- OCCC1CN(Cc2cc3c(cc2Cl)OCO3)CCN1C1CCCCC1 (centres undefined)
    0%, -6%, -3, -1%, 1%, 10%, -10%, -1%, -7%, 7%

Next part.
compound | S-ASM inh | Menin-MLL TR inh | TSHR antagonist | a7 integrin act | Mito fusion act | MBNL1 CUG block | CXXC DNA block | A-T KAP1 phos | TSG101-PTAP inh | TCR act
COC(=O)c1sccc1NC(=O)Nc1cccc(F)c1 | -8% | ? | -13 | -19% | 3% | -7% | 32%[activator] | 1% | 1% | 3%
COc1ccc(-c2csc(COC(=O)C(C)(C)C)n2)cc1 | 16% | / | -8 | -14% | 1% | 3% | 2% | -2% | -2% | 7%
FC(F)(F)c1ccc(Oc2ccc(Cl)cc2Br)nc1 | -1% | -13% | 15 | 7% | -6% | -6% | -9% | 9% | 1% | 6%
CC(=O)c1cc2c(cc1NS(=O)(=O)c1ccccc1C)OCO2 | / | 2% | -16 | / | 7% | 1% | -12% | -2% | / | /
CN(CC(=O)Nc1ccc(F)cc1)C(=O)COC(=O)c1cc([N+](=O)[O-])ccc1N1CCOCC1 | -2% | / | 2 | 26% | 3% | / | / | -13% | 0% | 6%
COc1ccc(S(N)(=O)=O)cc1-c1nnc2c3ccccc3c(C)nn12 | 2% | -6% | 10 | 3% | 3% | 5% | -6% | 4% | -3% | 4%
Cc1ccc(NC(=O)CCCSc2ccccc2)cc1S(=O)(=O)N1CCOCC1 | -11% | 23% | -5 | -1% | 3% | -4% | 26% | -1% | 2% | 1%
COc1ccc(OCC(=O)N/N=c2\oc3c(OC)cccc3cc2C(N)=O)cc1 | 10% | 0% | 9 | 15% | -6% | / | -1% | -2% | 0% | -4%
CC[C@]12c3[nH]c4cc(-c5ccco5)ccc4c3CCN1C(=O)[C@@H](CC(=O)NCc1cccc(C(F)(F)F)c1)C[C@@H]2C(=O)N1CCN(C(=O)c2ccco2)CC1 | -4% | / | -11 | -33% | / | / | / | 8% | 7% | 3%[46.1 µM]
COc1ccc(C(=O)N2CC(c3ccccc3)CC2=O)cc1 (centres undefined) | -1% | / | 0 | 15% | -3% | / | 8% | -9% | -3% | 17%
CCOC(=O)/C(C#N)=C/c1cn(CCC(=O)O)nc1-c1cccc(Cl)c1 | 4% | 31%[activator] | -10 | 6% | -4% | 17% | 0% | 10% | -1% | -2%
CCOCCCn1c(=N)c(S(=O)(=O)c2ccc(C)cc2)cc2c(=O)n3cc(C)ccc3nc21 | 23% | -39% | 32 | -19% | 7% | ? | -16% | 17% | ? | 13%
CCCCNc1nc2sc3c(c2c(=O)n1-c1cccc(Cl)c1)CCN(C)C3 | 24% | / | -2 | 4% | -4% | -1% | 37%[activator] | 5% | 2% | -2%
CCN1C(=O)[C@H]2[C@@H](c3ccc(Cl)cc3)N3C(=O)CN(Cc4ccccc4)C(=O)[C@@]3(C)[C@H]2C1=O | -2% | 1% | 0 | -5% | 1% | -8% | -5% | -3% | -3% | -2%
COc1ccc(NC(=O)C23CC4CC(C2)CC(c2ccc(C)cc2)(C4)C3)cc1 | ? | 2% | 18 | -30% | 21% | -2% | 14% | 10% | 0% | 0%[46.1 µM]
COc1cccc(CN(C)C(=O)c2ccccc2Sc2ccccc2C#N)c1OC | 1% | / | -3 | -24% | 2% | -6% | -2% | 6% | -3% | 8%
COc1ccc([N+](=O)[O-])cc1NC(=S)NC(C)=O | -2% | -2% | -10 | 0% | -4% | 9% | -3% | 3% | -3% | -11%
C[C@@H]1NC(=O)[C@H](CCC(=O)O)NC(=O)c2cc([N+](=O)[O-])cc(F)c2NCCC[C@@H](C(N)=O)NC1=O | -12% | -7% | -3 | -5% | -3% | ? | 2% | -5% | 2% | 1%
N#Cc1ccc(N2CCCC2C(=O)O)c([N+](=O)[O-])c1 (centres undefined) | -1% | 5% | -3 | -10% | 0% | 21% | -6% | -3% | 0% | /
Cc1nn(Cc2noc(C(=O)NCc3ccccn3)n2)c(C)c1Br | 3% | / | 3 | 12% | 4% | -10% | 10% | -1% | -2% | 1%
Nc1ccc(C(=O)Nc2cccc3ncccc23)cc1 | -1% | -19% | 4 | 9% | -3% | 8% | -6% | 4% | -5% | -5%
Cc1c(C(=O)OC/C(O)=C(\C#N)c2nc3ccccc3[nH]2)oc2ccc(Br)cc12 | 2% | / | ? | 14% | 0% | -9% | 18% | -11% | 2% | 1%
Cc1c(NC(=O)c2cc(-c3ccc(Cl)cc3)on2)c(=O)n(-c2ccccc2)n1C | 3% | -18% | -2 | -15% | 2% | 2% | -5% | -2% | -4% | -3%
CC(C)(COC(=O)C(c1ccccc1)c1ccccc1)CN1CCOCC1 | 0% | / | / | 11% | / | / | / | / | -5% | -1%
CC(C)c1ccc(NC(=S)Nc2ccc3[nH]c(=O)[nH]c3c2)cc1 | -1% | / | -4 | 0% | -6% | / | -2% | 6% | -2% | 4%
COc1ccc(-n2ccnc2SCC(=O)Nc2ccc(OC)cc2OC)cc1 | -3% | -13% | -4 | -9% | 2% | -5% | -10% | 3% | -3% | 4%
Cc1cc(=O)[nH]c(SCC(=O)c2ccc(F)c(C)c2)n1 | 3% | -8% | 5 | -2% | -2% | -11% | -5% | 2% | -2% | /
O=C(CN1C(=O)c2ccccc2C1=O)NCc1ccccn1 | 0% | 0% | -6 | -17% | -8% | 6% | 1% | -2% | -9% | -3%
COc1ccc(C(CC(=O)O)NC(=O)COc2ccccc2)cc1 (centres undefined) | -5% | 0% | -3 | 23% | -3% | -28% | 1% | / | -11% | 1%[46.1 µM]
O=C(CSc1nnc(-c2ccncc2)n1CC1CCCO1)NCc1ccccc1 (centres undefined) | 5% | -23% | 9 | 32% | -1% | 3% | 2% | 5% | -3% | -20%

Some of these compounds in order of their number in a7 integrin act, falling:
molecule	a7 integrin act
Cc1c(C(=O)OC/C(O)=C(\C#N)c2nc3ccccc3[nH]2)oc2ccc(Br)cc12	14%
Nc1ccc(C(=O)Nc2cccc3ncccc23)cc1	9%
Cc1c(NC(=O)c2cc(-c3ccc(Cl)cc3)on2)c(=O)n(-c2ccccc2)n1C	-15%
O=C(CN1C(=O)c2ccccc2C1=O)NCc1ccccn1	-17%
